High-throughput results (PubChem)
NSD2 inh = NSD2 (human) methyltransferase inhibition | O96028 | AID 743445 | inhibition, % at 12.5 µM | NSD2 peptide methylation, AlphaScreen, 120 min | 0.54% of 310,000 active; in the data active = inhibition above about 50%
SR-BI HDL uptake = mouse SR-BI HDL lipid transfer inhibition | ldlA[mSR-BI] CHO cells, DiI-HDL uptake fluorescence, 3 h | inhibition, % at 12.5 µM | 0.96% of 320,000 active | AID 488896;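 active = mean replicate inhibition of at least 70% and a set share of replicates each scoring 70 or more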;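 also: 0% = median of neutral control wells and 100% = median of positive control wells; values of inactives mirror those of a sister screen read the other way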
Target sequence (Q61009 whole entry, looked up): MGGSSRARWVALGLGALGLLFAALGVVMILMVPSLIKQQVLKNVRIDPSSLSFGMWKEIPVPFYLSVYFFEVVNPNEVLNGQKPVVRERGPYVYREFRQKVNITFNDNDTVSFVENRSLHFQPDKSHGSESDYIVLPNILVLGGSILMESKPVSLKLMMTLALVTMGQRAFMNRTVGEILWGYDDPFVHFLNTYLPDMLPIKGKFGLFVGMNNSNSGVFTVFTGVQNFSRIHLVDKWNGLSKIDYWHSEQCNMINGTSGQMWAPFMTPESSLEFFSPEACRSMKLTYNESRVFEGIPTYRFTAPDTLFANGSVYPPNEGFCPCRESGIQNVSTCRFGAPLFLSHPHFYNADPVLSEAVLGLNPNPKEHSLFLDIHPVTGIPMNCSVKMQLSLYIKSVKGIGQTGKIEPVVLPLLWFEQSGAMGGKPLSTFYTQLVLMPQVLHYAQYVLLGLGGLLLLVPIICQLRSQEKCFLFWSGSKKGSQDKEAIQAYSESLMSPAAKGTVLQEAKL
LANA DNA inh = inhibitors of KSHV LANA C-terminal domain DNA binding; MBP-C-LANA/FAM-LBS DNA binding, fluorescence polarization; inhibition, % at 9 µM; 0.078% of 340,000 active;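 active = highest replicate inhibition at or above 60% at 9 µM, even if other replicates fall short; inactive = all replicates below 60% inhibition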;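 also: 0% = neutral control wells and 100% = 4 µM acridine orange control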
Cardiac RTF inh = cardiac RTF calcium desensitization; IANBD-labeled cardiac RTF, Ca2+ fluorescence; P19429+P45379; 0.12% of 340,000 active; AID 493244; inhibition, % at 7.15 µM;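 active = inhibition above the mean inhibition of all tested compounds plus 3 SD, cut at about 17% in these data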;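 also: assay run at fixed EC70 calcium of 1.6 mM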
Arrestin-AP2 inh = blocks beta-arrestin peptide binding to AP2 adaptin | AID 504490 | FITC-arrestin peptide / GST-AP2 beads, flow cytometry; AP2 beta2 appendage carries R879A mutation | 0.31% of 340,000 active | inhibition, % at 10 µM;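 active = inhibition above a set limit, near 3 SD of compounds lacking own fluorescence, cut at about 54% in these data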;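 also: plate controls were DMSO wells for no effect and 5 µM unlabelled arrestin peptide for full effect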
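System: GST-AP2 R879A glutathione beads | Also added: FITC-arrestin peptide, 50 nM | Times: 12 min plus 1 h, RT | Signal: Bead flow cytometry, FITC channel | Buffer or medium: PBS with 0.05% Tween 20 and 0.1% BSA | Read-out basis: Percent drop in bead-associated FITC signal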
Keap1-Nrf2 PPI = inhibitors of human Keap1-Nrf2 protein-protein interaction; Q14145; Keap1 Kelch-Nrf2 peptide fluorescence polarization, 1536-well; inhibition, % at 9.4 µM; 0.15% of 340,000 active; AID 504523; in the data active = inhibition above about 12%;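 also: human Keap1 Kelch domain with fluorescein labeled Nrf2 9mer peptide probe; 0% = neutral control wells and 100% = peptide positive control; higher means more block of Keap1 binding to Nrf2 peptide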
SR-BI uptake up = SR-BI HDL lipid transfer activation | CHO ldlA[mSR-BI] cells, DiI-HDL uptake fluorescence, 3 h; 100 = double the neutral-control signal | activation, % at 12.5 µM | 0.096% of 320,000 active;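 active = mean replicate activation of at least 60% and every replicate at or above 60%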;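 also: 0% = median plate neutral-control signal and 100% = twice that signal; values of inactives mirror those of a sister screen read the other way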
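Test system: SR-BI-overexpressing, LDLR-lacking CHO cells; Also added: labelled HDL, 10 µg/mL; Measured by: bottom-read cell fluorescence after medium removal, ex 550/em 595 nm; Timing: 3 h uptake period with compound, 37 °C; Buffer or medium: F12, 0.5% BSA, 25 mM HEPES; Doses: single compound concentration, delivered by pin transfer.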
PKA-R2B activ = PKA-R2B complex activation | P22694+P31323 | PKA-R2B holoenzyme dissociation, Cy5-IP20 fluorescence polarization; R2B truncated from residue 108, S112A mutant; 0% DMSO only, 100% 113 µM cGMP | activation, % at 11.4 µM | 0.079% of 340,000 active;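 active = activation above a cutoff set at the mean over all compounds plus 3 SD, cut at about 18% in these data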;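 also: higher means more holoenzyme dissociation and a rise in polarization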
Target sequence (P31323 whole entry, looked up, other chains not shown, the tested form may be a part): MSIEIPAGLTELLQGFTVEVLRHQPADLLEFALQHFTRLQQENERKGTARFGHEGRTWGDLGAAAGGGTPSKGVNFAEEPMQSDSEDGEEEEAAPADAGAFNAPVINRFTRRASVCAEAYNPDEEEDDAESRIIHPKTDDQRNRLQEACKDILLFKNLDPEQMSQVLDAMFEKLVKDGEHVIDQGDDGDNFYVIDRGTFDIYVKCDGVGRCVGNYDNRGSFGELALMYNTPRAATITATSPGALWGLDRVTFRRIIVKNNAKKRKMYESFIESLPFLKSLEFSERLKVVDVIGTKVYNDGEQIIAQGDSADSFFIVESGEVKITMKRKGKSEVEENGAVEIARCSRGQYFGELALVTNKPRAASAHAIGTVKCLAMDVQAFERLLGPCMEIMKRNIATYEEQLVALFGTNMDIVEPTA
DAGLB inhibitor = blocks human DAGLB lipase activity; HEK293T DAGLB membrane lysate, EnzChek fluorogenic substrate; inhibition, % at 5.17 µM; 0.059% of 340,000 active; AID 504411; in the data active = inhibition above about 34%;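 also: 0% = enzyme with vehicle and 100% = wells lacking enzyme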
PvdQ inh = blocks Pseudomonas aeruginosa PvdQ acylase activity | purified PvdQ acylase, fluorescence plate reader | inhibition, % at 10 µM | 0.063% of 340,000 active | AID 488965; in the data active = inhibition above about 30%, passing the limit was not always enough;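 also: 0% = vehicle neutral wells and 100% = reference inhibitor wells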
An asterisk follows results filed as active; . = not tested or not shown. Not a hit list. About 2.1% of those tested had a hit in this group.

SMILES	NSD2 inh	SR-BI HDL uptake	LANA DNA inh	Cardiac RTF inh	Arrestin-AP2 inh	Keap1-Nrf2 PPI	SR-BI uptake up	PKA-R2B activ	DAGLB inhibitor	PvdQ inh
O=C(COc1ccc(Cl)cc1[N+](=O)[O-])N1CCCCC1	-1	-4	-1.2	-4	-4	-1	4	2	-6	-16
COCCNC(=O)c1c[nH]c2ccc(OC)cc2c1=O	-2	-11	-5.1	2	-9	3	11	-16	2	-1
C=CCCc1ccc(C#N)c(SCc2c(C(=O)OCC)c3cc(OC(C)=O)c(Br)cc3n2C)n1	-1	55	-2.8	1	12	-10	-55	-8	-2	-4
CCCCOc1ccc(/C(O)=C2/C(=O)C(=O)N(Cc3cccnc3)C2c2ccncc2)c(C)c1 (centres undefined)	-1	0	1.1	1	9	-4	0	-2	0	-4
CC(=O)NC(C)C(c1cccs1)N1CCN(c2ccccc2)CC1 (centres undefined)	0	-15	-2.2	1	14	6	15	7	-1	-1
O=C(c1ccccc1Cl)N1CCN(C(=O)C2CCCO2)CC1 (centres undefined)	-3	5	2.9	-10	25	1	-5	-6	0	-4
Cc1csc2nc(O)c(C(=O)NC3CCCCCC3)c(=O)n12	4	-9	-2.0	5	11	3	9	9	3	8
N#CC1(Nc2ccc(C(=O)O)cc2)CCCC1	-4	-24	1.1	4	7	-6	24	-1	3	-11
Cc1cc(/C=C2\SC(=O)NC2=O)c(C)n1-c1ccc(N(C)C)cc1	2	-4	0.3	0	0	1	4	5	-1	0
CCN(CC)C(=O)CSc1nc2cc3c(cc2c(=O)n1Cc1ccco1)OCO3	-1	11	3.4	-2	-5	-3	-11	6	1	-12
Cc1ccc(N2CC(C(=O)OCc3ccccc3F)CC2=O)cc1 (centres undefined)	-2	-10	2.2	-1	5	-4	10	-20	-9	15
C/C(=N\Nc1nc(N2CCCCC2)nc(N2CCOCC2)n1)c1cccs1	0	16	0.5	-14	-13	-5	-16	1	-4	-15
CCCc1nn2c(=O)c(C(c3ccc(C)cc3)c3c(O)nc4sc(CCC)nn4c3=O)c(O)nc2s1	2	-29	-0.3	-9	8	4	29	-3	2	-13
S=C1NCN(C2CCCCC2)CN1Cc1ccccc1	-1	-16	-0.2	-10	-8	-3	16	2	-4	-2
CSc1ccccc1NC(=O)CSc1nnc(Cc2ccccc2)o1	-9	6	0.2	-6	-20	-2	-6	0	-1	1
COC(=O)C1CCN(C(=O)COC(=O)CSc2ccc(C(N)=O)cc2[N+](=O)[O-])CC1	-9	-6	-0.1	-8	8	-3	6	-15	2	-17
Cc1csc(NC(=O)CS(=O)(=O)c2ccccc2)n1	2	-19	0.0	-5	1	-4	19	-8	0	8
CC(CN1CCN(C)CC1)OC(=O)c1cccc(Cl)c1 (centres undefined)	2	-11	-0.9	7	-10	1	11	-5	-3	-15
Cc1ccccc1N1C(=O)CC(Nc2ccc3c(c2)OCO3)C1=O (centres undefined)	3	-13	-0.4	7	22	1	13	-5	-2	4
O=C(c1ccc([N+](=O)[O-])cc1)N(Cc1ccc(Br)cc1)N1C(=O)CCCC1=O	-1	-12	-1.5	-4	8	-1	12	-10	0	3
Cc1cccc(C(=O)N(c2ccccn2)C(C)c2ccco2)c1 (centres undefined)	-3	-39	1.3	-7	9	0	39	-7	-1	-5
Cc1cc(C)c(NS(=O)(=O)c2ccccc2)c(C)c1NS(=O)(=O)c1ccccc1	1	24	-1.9	2	10	4	-24	-2	3	-10
Cc1cc(NC(=O)c2cc(S(=O)(=O)N3CCCCC3)ccc2C)n(-c2ccccn2)n1	.	50	3.1	-3	-4	-2	-50	6	-2	-5
COc1ccccc1N1C(=O)C2CC=CC(C)C2C1=O (centres undefined)	-2	-10	1.8	6	22	-1	10	2	-2	4
CCC1(CC)C(=O)C(C)(C)C(=O)OC1c1cccs1 (centres undefined)	1	31	-1.9	8	-4	1	-31	-10	-3	-7

4 compounds picked at random from the list so far, as already listed:
SMILES	NSD2 inh	SR-BI HDL uptake	LANA DNA inh	Cardiac RTF inh	Arrestin-AP2 inh	Keap1-Nrf2 PPI	SR-BI uptake up	PKA-R2B activ	DAGLB inhibitor	PvdQ inh
CCCc1nn2c(=O)c(C(c3ccc(C)cc3)c3c(O)nc4sc(CCC)nn4c3=O)c(O)nc2s1	2	-29	-0.3	-9	8	4	29	-3	2	-13
N#CC1(Nc2ccc(C(=O)O)cc2)CCCC1	-4	-24	1.1	4	7	-6	24	-1	3	-11
C/C(=N\Nc1nc(N2CCCCC2)nc(N2CCOCC2)n1)c1cccs1	0	16	0.5	-14	-13	-5	-16	1	-4	-15
Cc1csc(NC(=O)CS(=O)(=O)c2ccccc2)n1	2	-19	0.0	-5	1	-4	19	-8	0	8

Carrying on:
SMILES	NSD2 inh	SR-BI HDL uptake	LANA DNA inh	Cardiac RTF inh	Arrestin-AP2 inh	Keap1-Nrf2 PPI	SR-BI uptake up	PKA-R2B activ	DAGLB inhibitor	PvdQ inh
c1nc(NCC2(N3CCOCC3)CCCCC2)c2ccsc2n1	-4	15	0.8	-2	-6	0	-15	1	2	-4
CC(NC(=O)C1CCC1)c1ccc2c(c1)OCO2 (centres undefined)	1	-14	0.8	5	1	-4	14	1	0	-10
CCOCCCN(C(=O)CNC(=O)c1ccco1)C(C(=O)NC1CCCC1)c1cccc(OC)c1 (centres undefined)	4	.	0.8	-15	-5	-2	.	2	-1	-15
CCOC(=O)NC(=O)c1cn(CCNCCO)c(=O)[nH]c1=O	-2	-2	-0.5	-11	-14	-1	2	3	-1	-4
Cc1ccc(NC(=O)CC2OC(=O)c3ccccc32)cc1S(=O)(=O)N1CCOCC1 (centres undefined)	0	-1	-0.3	-2	1	-1	1	9	-1	-22
O=C(c1cccc(C(=O)N2CCN(c3ccccc3F)CC2)n1)N1CCN(c2ccccc2F)CC1	5	31	-0.1	-5	-3	-4	-31	-5	-1	-7
CC(=O)C[C@H](O)CC(=O)[C@H]1OC(=O)CCCCCCc2ccccc21	.	7	1.8	-3	24	-1	-7	5	-2	-3
COc1cccc(/C=C2\SC(=S)N(CCCC(=O)Nc3ccc(C(=O)O)cc3)C2=O)c1	7	-16	-2.6	-7	-7	-3	16	-8	5	-5
CCOC(=O)CSc1nc2cc(C(=O)N3CCCC3)ccc2c(=O)n1Cc1ccccc1	48	6	-1.8	9	21	0	-6	10	-2	-2
Cc1ccc(NC2=CC(=O)CCC2)cc1C	0	10	2.5	-8	1	2	-10	-2	1	-14
CN(CC(=O)Nc1c(Cl)cccc1Cl)C(=O)CNC(=O)c1ccco1	3	-9	-0.2	-1	30	0	9	2	-3	6
CCC(C)N1CCN(S(=O)(=O)Cc2ccccc2)CC1 (centres undefined)	-3	.	-1.3	-6	-1	-5	.	-5	-7	6
Cn1c(C(C(=O)NCC2CCCO2)N(CCc2ccccc2)C(=O)Cn2nnc3ccccc32)nc2ccccc21 (centres undefined)	-2	.	-1.3	-12	24	1	.	-10	3	-7
COc1ccc(NS(=O)(=O)c2cccc(C(=O)NNC(=O)c3cc(C)oc3C)c2)cc1	4	15	2.1	-8	-1	0	-15	-8	0	-17
O=C(CN1C(=O)NC2(CCCc3ccccc32)C1=O)c1ccc(Br)cc1 (centres undefined)	-2	1	0.0	-2	19	2	-1	-5	-1	-1
O=c1c2ccccc2nnn1CSc1nnc(C2COc3ccccc3O2)n1-c1ccccc1 (centres undefined)	3	-22	1.4	4	3	-1	22	9	-1	-12
CCCc1cc(=O)oc2cc3occ(C)c3cc12	-8	0	-0.7	-2	3	-1	0	-7	-2	-10
COc1ccc(C2=NOC(Cn3nc(-c4ccccc4)cc3C(=O)O)C2)cc1 (centres undefined)	.	-12	2.0	-6	26	-1	12	4	-2	3
c1cnc(N2CCSCC2)nc1	-1	-23	1.5	-1	18	1	23	10	2	2
CCOCc1nc(C)c(Cl)c(NS(=O)(=O)c2ccc(N)cc2)n1	5	5	3.8	-8	4	-4	-5	6	0	-17
O=C(/C=C/c1ccccc1)c1ccc2c3c(cccc13)CC2	0	32	-0.3	0	16	-5	-32	1	-10	19
CCCOC(=O)CC1C(=O)NCCN1Cc1ccc(F)cc1 (centres undefined)	.	-9	0.0	-1	-6	4	9	-5	-2	3
O=C(N/N=C/c1ccc(Br)s1)c1cccnc1	-1	-21	-0.1	-4	20	-1	21	-1	0	-5
CC(C)c1cc(NCC2CCCO2)n2c(nc3ccccc32)c1C#N (centres undefined)	-2	-11	-1.7	4	-5	0	11	-4	2	-8
COCCNC(=O)CN(c1cc(Cl)ccc1OC)S(C)(=O)=O	0	-20	1.5	1	-4	-6	20	12	-2	-9
Later entries.
SMILES	NSD2 inh	SR-BI HDL uptake	LANA DNA inh	Cardiac RTF inh	Arrestin-AP2 inh	Keap1-Nrf2 PPI	SR-BI uptake up	PKA-R2B activ	DAGLB inhibitor	PvdQ inh
Cc1ccc(S(=O)(=O)Nc2ccc3c(c2)n(C)c(=O)n3C)c(C)c1	-2	-20	-0.5	-2	2	0	20	0	-1	-3
CCC(CO)NCc1cc(OC)c(OCC(=O)NCCc2ccccc2)cc1Br (centres undefined)	2	.	0.3	3	11	-5	.	3	0	-15
O=C(NCc1ccccc1)N1CCCC1	-3	-3	-0.9	-4	-3	-2	3	-5	-1	11
Cc1ccc(C(=O)Nc2cccc(-c3ccc(N4CCOCC4)nn3)c2)cc1[N+](=O)[O-]	0	73*	0.3	-7	-12	-5	-73	-3	3	-10
O=C(CN1C(=O)NC2(CCc3ccccc32)C1=O)Nc1ccccc1C(F)(F)F (centres undefined)	-1	7	1.7	-1	2	0	-7	-9	1	-12
COc1cccc(C(=O)Nc2ccc(C(=O)c3ccccc3)cc2)c1	-2	40	-1.7	-1	10	-2	-40	3	-2	-3
Cc1ccnc(SCC(=O)c2cccs2)n1	-2	-13	-1.1	-6	10	0	13	-4	-1	8
COc1ccccc1Nc1nc(N)nc(CSc2nncn2C)n1	-2	-24	1.4	-1	-4	0	24	-2	0	-13
CSc1ncccc1C(=O)OCC(=O)NCCC1=CCCCC1	-1	-24	-1.4	-4	-2	-4	24	-4	-7	-11
CC1(C)Cc2c(cnn2-c2ccc(F)cc2)C(NC(=O)CCn2cncn2)C1 (centres undefined)	1	7	0.5	7	-14	-1	-7	-6	1	-14
COc1ccc(CN2CCSCC2)c(C)c1C	1	-5	-0.1	-17	38	-1	5	-1	-4	12
CC(C)C(=O)c1cn(CC(=O)NCc2ccco2)c2ccccc12	1	8	-1.3	-6	12	-6	-8	-1	-2	-14
CCOC(Cn1cc(C)c(=O)[nH]c1=O)OCC	-3	-14	-0.2	-7	-5	-1	14	-7	2	-9
O=C(CCCOc1ccccc1)Nc1cc(S(=O)(=O)N2CCOCC2)ccc1N1CCOCC1	0	-32	-3.0	-7	13	-9	32	1	0	-8
CC(CNC(=O)Cn1cnc2c(OCc3ccccc3)ncnc21)c1ccccc1 (centres undefined)	.	8	-2.7	-6	4	2	-8	5	-2	-13
CCCCOc1ccc(OCCNC(=O)C2CCCN2C(=O)Nc2ccccc2)cc1 (centres undefined)	2	.	0.4	3	5	0	.	4	-2	-16
